# Insulin prom up: MIN6 insulin promoter up-regulation | MIN6 insulin promoter-GFP reporter, high-content imaging; stronger effect = higher value | z-score at 5 µM | 0.3% of 190,000 active;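 active = z-score above 3 at 5 µM with at least 500 cells counted in the well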
# Autophagy HCS: alters autophagy in cells; calls only at 10 µM (by protocol); MEF GFP-LC3 puncta imaging; test concentration mostly 10 µM; AID 463193; 0.98% of 190,000 active;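 active = percentage of spot-positive cells more than 3 SD above its plate mean, without a fluorescence outlier flag or 80% toxicity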;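 also: spot-positive cell cutoff set from DMSO-treated cells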
# Dynein cargo inh: blocks dynein driven cargo transport along microtubules; AID 1381; 3617.4 mouse cells, GR-EGFP nuclear translocation imaging; test concentration mostly 20 µM; stimulated with dexamethasone, 1 µM; stronger effect = lower value; z-score, hits read low; 0.47% of 220,000 active;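 active = plate z-score of nuclear minus cytoplasmic receptor signal below a set negative limit, without overly bright fluorescence or cell loss, cut at about -3.5 in these data, passing the limit was not always enough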;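 also: z-score of nuclear minus cytoplasmic ring GR-EGFP intensity difference per well; some compounds called inactive have numbers as strong as hits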
#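 Buffer or medium: tet-free, stripped-serum medium; Also added: dexamethasone, 1.0 µM final; Technique: high-content fluorescence imaging after fixation; Times: 48 h induction, 1 h compound, 30 min dex at 37 °C; Read-out: per-cell GR-EGFP intensity, nucleus versus surrounding cytoplasmic ring, well-averaged.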
# bCat nuc transl: alters nuclear translocation of beta-catenin in HeLa cells; 0.3% of 190,000 active; immunofluorescence imaging; nuclear translocation activity, % at 5 µM;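 active = nuclear translocation activity above 50% at 5 µM, with a well cell count of 50 or more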;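 also: per-cell ratio of nuclear to cytoplasmic median beta-catenin stain intensity; plate controls were DMSO negative control for no effect and GSK-3 inhibitor IX positive control for full effect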
#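 Test system: human HeLa cells, native beta-catenin. Compound dosing: 5 µM primary single dose, 0.1% DMSO, 0.02–20 µM confirmation series. Incubation: compound exposure 24 h at 37°C. Detection: beta-catenin immunostaining with DAPI counterstain, 20x imaging, 6 fields/well. Read-out basis: Nuclear/cytoplasmic beta-catenin signal ratio, % activation.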
# MT stabilize HCS: stabilizes microtubules in HeLa cells; 0.83% of 200,000 active; HeLa tubulin immunostaining HCS, 24 h; share of cells brighter than vehicle mean+2SD; AID 2205; % tubulin-high responders, % at 10 µM;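 active = plate Z-score above 3 for both tubulin-high and condensed-nucleus cell shares, with cell loss under 80%, at 10 µM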;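 also: anti alpha tubulin signal scored within the nucleus-defined area of each cell; some results filed as inactive read as strong as hits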
# NOD2 inhibition: NOD2 signaling inhibitors, cell-based, luminescence, uHTS, HEK293 (AID 1566) | HEK293 NOD2/NF-kB luciferase reporter, luminescence; higher % means a stronger effect | one-dose inhibition, % at 4 µM; EC50 in µM for titrated hits | 0.63% of 290,000 active; in the data active = inhibition above about 50%; also: many of its hits are not listed in these tables
# WT yeast gro inh: growth inhibition of WT yeast, mitochondrial fusion screen; AID 1362; inhibition, % at 10 µM; mitochondrial fusion phenotypic screen, WT strain; 2.1% of 190,000 active; in the data active = inhibition above about 58%; tested in S. cerevisiae
# Yfh1-depleted yeast: mitochondrial function rescue without frataxin homolog – Friedreich's ataxia, plus single-dose screen, dose response (AID 1465). fold induction at 50 µM; hits with a dose series show EC50 in µM. S. cerevisiae Yfh1-off respiration, WST-1 reduction, 72 h; higher fold induction means a stronger effect. 0.074% of 220,000 active;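 active = fold induction of absorbance versus untreated yeast above a set limit, then at least 30% activation at any dose in follow-up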;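 also: activators that raise dye reduction in frataxin-depleted yeast; strong numbers were not always called active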
# Hep lipid drop: modulators of hepatic lipid droplet formation; AML12 mouse hepatocytes, oleate lipid droplets, BODIPY imaging; inhibition, % at 6.5 µM; 0.4% of 240,000 active; AID 1656;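 active = lipid droplet intensity inhibited by at least 50%, with more than 500 cells counted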
#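 Material – AML12 mouse liver cells · Also added – oleate loading, 100 µM · Compound dosing – 6.5 µM single-point dosing · Times – overnight treatment with compound plus oleate · Measured by – fluorescence imaging, 20x objective, two fields per well · Read-out – percent inhibition of filter-corrected integrated lipid droplet intensity per well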
# WT yeast gro inh mutant strain: also measured in WT yeast gro inh; calls as there; inhibition, %; mitochondrial fusion phenotypic screen, mutant strain inhibition
# Dynein cargo inh cytoplasmic EGFP: recorded beside Dynein cargo inh, whose call it bears; z-score; measured here: cytoplasmic GR-EGFP intensity; stronger effect = higher value
# Dynein cargo inh nuclear GR-EGFP: recorded beside Dynein cargo inh, whose call it bears; z-score; measured here: nuclear GR-EGFP intensity;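 lower value marks the stronger effect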
# Dynein cargo inh cell count: also measured in Dynein cargo inh; calls as there; z-score; measured here: cell count per field
# Insulin prom up cell count: further read-out of Insulin prom up, marked with its call; cell count; measured here: cytotoxicity, nuclei count;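 total cells summed across four imaged fields per well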
# Hep lipid drop cells 6.5 µM: also measured in Hep lipid drop; calls as there; cell count; measured here: cell count, cytotoxicity flag;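 cells counted across two imaged fields per well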
# bCat nuc transl cell count 5 µM: second read-out of bCat nuc transl, no call of its own (marks repeat the call); cell count; measured here: cell count, cytotoxicity flag
# MT stabilize HCS Hoechst-high %: second read-out of MT stabilize HCS, no call of its own (marks repeat the call); % Hoechst-high responders; measured here: nuclear condensation Hoechst responders;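 share of cells brighter than vehicle mean plus two SD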
# MT stabilize HCS cytotoxicity %: also measured in MT stabilize HCS; calls as there; toxicity, %; measured here: cytotoxicity by cell density;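 0% = mean cell density of plate MIN control wells and 100% = no cells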
# Autophagy HCS cell loss 18 h: recorded beside Autophagy HCS, whose call it bears; toxicity, %; measured here: cell loss, nuclei count;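 cell loss after 18 h compound exposure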
# * hit, by the source's call; i = inactive; . = not tested or not shown; + = active, no number. These rows are one share of the data; the hit share may differ from the screen's.
Compound	Insulin prom up	Insulin prom up cell count	Autophagy HCS	Autophagy HCS cell loss 18 h	Dynein cargo inh	Dynein cargo inh cytoplasmic EGFP	Dynein cargo inh nuclear GR-EGFP	Dynein cargo inh cell count	bCat nuc transl	bCat nuc transl cell count 5 µM	MT stabilize HCS	MT stabilize HCS Hoechst-high %	MT stabilize HCS cytotoxicity %	NOD2 inhibition	WT yeast gro inh	WT yeast gro inh mutant strain	Yfh1-depleted yeast	Hep lipid drop	Hep lipid drop cells 6.5 µM
Cc1cc2cc(CN(Cc3ccco3)S(=O)(=O)c3c(C)ccc4nsnc34)c(=O)[nH]c2cc1C	0.6	1318	i	1	-0.019	-0.21	0.17	-0.37	0.6	1276	3.5	8.6	14	42%	-19	-32	i	.	.
COC(=O)c1ccc(C2C(C#N)=C(N)Oc3cc(C)n(C)c(=O)c32)cc1 (stereo not drawn)	0.27	1183	i	-8	0.32	-0.26	0.52	1.2	0.3	884	4.0	1.8	10.0	13%	11	3	i	-2	805
COc1ccc(C(=O)NC2=C(C#N)CCC2)cc1OC	-0.06	1840	i	-3	-0.63	-0.22	-0.45	0.41	-0.5	1043	2.1	2.2	4.5	-3%	-3	-12	i	0	690
O=C(Cn1nnc(-c2ccc(NC(=O)c3ccccc3F)cc2)n1)NCc1ccc(F)cc1	-0.17	929	.	.	0.11	-0.23	0.98	-0.76	1.6	1356	.	.	.	-31%	.	.	i	-7	702
CCn1c(COc2ccccc2C(N)=O)nc2ccccc21	.	.	i	-3	-0.35	-0.25	-0.38	1.2	-6.1	583	3.7	1.9	6.1	10%	-6	3	i	-21	732
NC(=S)N/N=C/c1ccc(-c2ccccc2)o1	0.32	1174	i	-8	0.072	-0.018	0.11	-0.024	-0.8	1024	8.3	6.7	8.6	-23%	-45	4	i	-2	735
O=C(CSc1nc2ccsc2c(=O)n1CC1CCC(C(=O)O)CC1)c1ccc(Cl)cc1 (stereo not drawn)	0.02	1255	i	-4	0.31	-0.37	-0.25	0.12	3.9	999	2.5	4.4	9.2	-7%	1	4	i	0	716
Cc1ccc(-n2c(N)c(C(=O)Nc3ccccc3F)sc2=S)cc1C	0.61	1423	i	10	0.81	-0.24	0.44	-0.27	-0.9	1103	2.5	1.8	0.0	6%	5	7	i	2	755
COc1ccc2c(c1)c1nc3ccccc3nc1n2CC(=O)OC(C)C	.	.	+	42*	0.94	0.27	0.98	-0.6	.	.	2.0	1.4	9.2	-4%	-8	-5	i	3	767
CN(C(=O)COC(=O)/C=C/c1ccccc1[N+](=O)[O-])c1ccccc1	0.03	1228	i	3	-0.62	-0.3	0.01	0.1	-0.4	1016	2.4	1.8	7.2	16%	-15	12	i	5	683
CC(C)(C)C(=O)/C(C#N)=C/c1ccc(O)cc1	0.16	1112	i	-9	0.37	-0.14	0.28	-0.93	2.5	1065	2.3	2.8	9.3	6%	9	23	i	14	649
CCCN1C(=O)c2ccccc2NC1c1ccc(OC)cc1OC (stereo not drawn)	0.21	1240	i	23	-0.78	-0.19	-0.14	-0.26	-3.0	928	2.9	1.9	6.5	10%	9	10	i	.	.
CN(C)S(=O)(=O)n1ccnc1	.	.	i	-3	0.023	-0.29	0.14	-0.041	1.2	1187	0.9	0.8	6.4	18%	1	-1	i	17	790
NC(=O)N1CC(O)CC1C(=O)Nc1ccc(Cl)c(Cl)c1 (stereo not drawn)	.	.	i	-13	-0.64	-0.21	-0.28	0.97	.	.	1.9	2.3	4.7	.	14	-3	i	.	.
CN1C(=O)N(C)C2CC1N(C)C(=O)N2C	-1.5	1389	i	2	1.1	1.1	1.5	0.16	-0.6	1097	4.0	1.7	4.4	-9%	-3	0	i	-10	761
CC(C)CC(=O)NC(=S)Nc1ccc(CN2CCOCC2)cc1	0.29	1125	.	.	1.3	-0.21	0.22	-1.1	1.0	1247	.	.	.	-4%	.	.	i	6	703
Cc1ccc(/C=N/NC(=O)CN2CCN(Cc3ccccc3)CC2)o1	-0.11	1115	.	.	-0.61	-0.19	-0.4	0.36	1.0	1301	.	.	.	13%	.	.	i	6	658
Cc1ccc(C)c(N2CCN(C(=O)CN(C)S(=O)(=O)c3ccc4c(c3)CCC(=O)N4)CC2)c1	-0.49	948	i	4	-0.071	-0.28	-0.034	0.32	-0.8	1128	4.0	2.4	6.6	14%	12	5	i	.	.
COc1cc(C(=O)N2c3ccccc3CC2C)cc(OC)c1OC (stereo not drawn)	0.64	1624	i	-2	-1.1	-0.26	-0.46	-0.12	0.0	956	3.2	1.9	3.4	5%	-11	-11	i	-14	652
N=c1sc2ccccc2n1-c1ccccc1	-0.14	1343	i	-4	-0.23	0.015	0.52	-0.61	.	.	2.0	2.0	4.7	7%	-18	7	i	-1	642
CCCCc1nnc(NC(=O)C2CC(=O)N(c3ccc4c(c3)OCCO4)C2)s1 (stereo not drawn)	0.77	1426	i	7	0.14	-0.078	0.23	-1	-2.9	856	4.5	1.6	10	7%	-7	-10	i	-3	636
O=C(c1ccc(Cl)cc1Cl)N1CCSCC1	0.32	1071	.	.	-0.035	-0.24	0.0098	0.94	-0.2	1346	.	.	.	4%	.	.	i	-19	754
COC(=O)c1c([N+](=O)[O-])c(OC)c(OC)c(OC)c1[N+](=O)[O-]	0.32	1179	i	-8	0.43	-0.065	0.4	-0.61	-1.7	1092	3.7	2.8	7.6	7%	3	-10	i	12	697
Cc1cc(C)n(/N=C/c2cccc(O)c2)c(=O)c1C(N)=O	0.14	1209	i	28	0.039	-0.33	0.17	0.74	-4.9	1236	3.6	1.9	1.1	10%	8	4	i	14	818
[O-]/[N+](=C/c1ccc(F)cc1)c1ccccc1	0.43	1597	i	51	-0.66	-0.15	-0.46	0.68	0.0	1402	4.7	2.4	19	-30%	5	-8	i	.	.
COc1ccc(N2CCN(C(=O)Cn3c(=O)[nH]c4ccsc4c3=O)CC2)cc1	1	859	i	19	2.6	0.16	2.6	-3	-0.6	980	3.8	1.3	5.6	1%	12	-4	i	-28	614
COc1ccc(CNS(=O)(=O)NCc2ccc(OC)c(OC)c2)cc1OC	0.07	1108	i	-1	-0.11	-0.29	-0.031	0.29	0.1	1075	2.5	2.3	2.8	11%	4	5	.	-27	714
Cc1ccc(NC(=O)CSc2nnc(-c3ccccn3)n2C)cc1	-0.49	1193	i	-3	-0.12	-0.24	-0.048	0.6	.	.	2.6	1.6	5.0	16%	5	12	i	2	689
O=c1cc(N2CCC(Cc3ccccc3)CC2)[nH]c(=O)n1C1CCCCC1	-0.52	1551	i	-7	-0.63	-0.32	-0.18	0.37	-0.7	1357	2.9	2.5	6.3	-2%	20	20	i	.	.
COC(=O)c1ccc(NC(=O)Cn2nc(SC)n(N)c2=S)cc1	1.2	1116	i	0	-0.4	-0.17	0.081	0.49	0.5	1114	3.8	1.2	4.6	12%	3	-1	i	0	746
O=C(NCc1nc2ncc(Br)cc2[nH]1)c1ccccc1	0.69	1246	i	5	0.37	-0.32	0.43	0.83	0.0	943	2.9	1.6	7.6	-16%	-3	-8	i	.	.
CCN(CC)S(=O)(=O)c1ccc(NC(=O)COC(=O)CCc2cc(OC)c(OC)c(OC)c2)cc1	0.37	1524	i	1	0.23	-0.14	0.22	-0.8	-2.7	1081	5.2	1.7	1.1	14%	0	0	i	-1	633
C=CCCC(=O)Nc1nc(C)c(-c2csc(Nc3cc(Cl)ccc3OC)n2)s1	-1.1	1320	i	4	0.27	-0.21	0.42	-0.3	4.4	851	54*	21*	32*	9%	38	26	i	.	.
CC1CCc2nc(NC(=O)Nc3ccc4c(c3)OCO4)sc2C1 (stereo not drawn)	1.8	1390	i	-2	-0.71	-0.21	-0.33	-0.041	-0.7	1105	2.8	1.5	9.2	-146%	7	2	i	12	682
Cc1ccc(-c2csc3ncn(CC(=O)N4CCOCC4)c(=O)c23)cc1	-0.12	1191	i	-11	0.58	0.15	0.59	-0.28	-5.0	1226	1.6	0.9	8.0	6%	17	9	i	6	731
Cc1ccc(S(=O)(=O)NC(=O)Nc2cc(C)on2)cc1	.	.	i	11	-0.65	-0.31	-0.14	0.88	1.2	1612	2.8	1.2	3.5	16%	-3	-1	i	3	669
CCOc1ccccc1OCCCC(=O)OCC(=O)Nc1cccc(Cl)c1	0.37	1283	i	16	-0.34	-0.24	-0.42	0.49	-1.3	910	5.6	2.6	8.5	1%	24	8	i	-30	657
CC(C)(C)c1cc(CSC(=S)NC2CCS(=O)(=O)C2)c(Br)c(C(C)(C)C)c1 (stereo not drawn)	-0.32	1353	i	-9	1.9	0.97	1.5	-2	-0.4	835	4.8	4.2	1.2	28%	37	23	i	2	811

# Source: PubChem BioAssay
